Mito fusion yeast = qHTS Assay for Small Molecule Inhibitors of Mitochondrial Division or Activators of Mitochondrial Fusion. hit rate 0.23% among 320,000. Potency, µM (highest dose often 46.1 µM), for inactives: at the highest dose growth rescue (activation), usual class: activators. S. cerevisiae fusion-defective mutant growth rescue, CellTiterGlo 48 h;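 also: potency is read from the fitted curve at half-maximal effect; % of control where 0% means no effect; nearly all actives have a fitted effect of over 45% in size; temperature-sensitive fusion mutants such as fzo1-1 at 37 °C on non-fermentable ethanol glycerol medium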
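Read-out: ATP-based luminescence (CellTiterGlo, 10 min ambient) reporting growth of fusion-defective ts yeast after 48 hours at 37C on glycerol/ethanol YPEG medium in the presence of compound.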
TSHR antag = Antagonists of the Thyroid Stimulating Hormone Receptor: HTS campaign. Thyrotropin receptor (Homo sapiens), P16473. TSHR-expressing cells, TSH-stimulated cAMP HTRF, 2 h; hits give low values. activity change, negative = inhibition, % at 11.5 µM. hit rate 0.2% among 330,000. AID 504810, 2011;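 active = activity change below a set negative limit, meaning inhibition stronger than a set level, cut at about -70% in these data; inconclusive = activity change between two set negative limits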; also: % is scaled to controls: 0 for no effect and ±100 for the full control effect
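Cell-based HTRF cAMP assay; TSHR cells + compound, TSH EC80 (4nM final), 2 h, 37 deg C. Lysis with anti-cAMP cryptate and cAMP-d2, 30 min RT, read 665/620 nm.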
hERG WT inh = qHTS for Inhibitors of KCHN2 3.1: Wildtype qHTS | Voltage-gated inwardly rectifying potassium channel KCNH2 (Homo sapiens), Q12809 | U2OS, BacMam KCNH2, thallium flux FluxOr; hits give low values | activity change, % at 1.84 µM | hit rate 0.37% among 340,000 | AID 720551, 2013;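 active = maximum activity change below -70%; inconclusive = maximum activity change between -70% and -50%; inactive = maximum activity change above -50%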; also: % is scaled to controls: 0 for no effect and ±100 for the full control effect
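U2OS cells were transduced with wild-type KCNH2 virus (2.03 x 10^8 / mL) for 4 h at room temperature, then cultured overnight at 37 C. Thallium flux was read with FluxOr dye. Rate constants were normalized to DMSO controls.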
S-ASM inh = Inhibitors of Secretory Acid Sphingomyelinase (S-ASM): qHTS. Sphingomyelin phosphodiesterase (Homo sapiens), P17405. placental ASM, HMU-PC fluorogenic substrate, 60 min. Potency, µM (doses to about 57.5 µM), without a hit: at the highest dose activity change, negative = inhibition, actives largely listed as inhibitors. hit rate 0.006% among 340,000. AID 504937, 2011; also: potency is read from the fitted curve at half-maximal effect
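Human placenta-derived ASM preincubated with compound 10 min at room temperature, then reacted with 9 uM (final) fluorogenic HMU-PC substrate for 60 min at 37 C. Stop solution raises pH to 10; fluorescence read at Ex 386/Em 447 nm.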
USP2a inh = qHTS Assay for Inhibitors of Ubiquitin-specific Protease USP2a Using CHOP2 as the Reporter | hit rate 0.01% among 330,000 | USP2 core, Ub-CHOP2 coupled fluorogenic reporter, 485/531 | Ubiquitin carboxyl-terminal hydrolase 2 (Homo sapiens), O75604 | Potency, µM (top dose mostly 38.3 µM), for inactives: at the top dose activity change, negative = inhibition, hits mostly inhibitors;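 also: potency is read from the fitted curve at half-maximal effect; plate controls were DMSO wells for no effect and full inhibition by NEM control for full effect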
Target sequence (O75604 whole entry, looked up): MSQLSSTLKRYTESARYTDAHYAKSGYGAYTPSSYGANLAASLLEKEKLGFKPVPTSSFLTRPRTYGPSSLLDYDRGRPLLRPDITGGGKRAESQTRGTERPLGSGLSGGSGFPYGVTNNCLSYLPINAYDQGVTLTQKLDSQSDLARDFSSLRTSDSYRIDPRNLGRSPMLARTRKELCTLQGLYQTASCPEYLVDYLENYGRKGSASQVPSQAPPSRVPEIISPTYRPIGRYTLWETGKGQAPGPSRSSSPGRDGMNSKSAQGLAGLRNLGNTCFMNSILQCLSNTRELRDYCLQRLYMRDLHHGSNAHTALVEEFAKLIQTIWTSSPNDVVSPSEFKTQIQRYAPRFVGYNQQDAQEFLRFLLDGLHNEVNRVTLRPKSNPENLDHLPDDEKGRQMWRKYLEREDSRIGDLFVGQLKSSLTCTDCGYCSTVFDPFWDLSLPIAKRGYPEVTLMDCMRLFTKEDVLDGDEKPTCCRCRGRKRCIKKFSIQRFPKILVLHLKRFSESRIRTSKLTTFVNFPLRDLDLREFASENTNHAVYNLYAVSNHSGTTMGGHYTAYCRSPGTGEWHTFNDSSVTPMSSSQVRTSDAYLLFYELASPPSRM
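Cell-free coupled assay: 10nM USP2 core preincubated 30min RT with compound in Tris-HCl pH 8.0/CaCl2/CHAPS buffer, then 25nM Ub-CHOP2 and 25nM reporter substrate; fluorescence (Ex 485/Em 531) read after 60min RT, normalized to NEM inhibition, concentration-response curves fitted.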
Menin-MLL TR inh = qHTS Assay for Inhibitors Targeting the Menin-MLL Interaction in MLL Related Leukemias: Competition With Texas Red Labeled MLL-derived Mutant Peptide; O00255; Menin + Texas Red MLL mutant peptide, fluorescence polarization; Potency, µM (doses to about 61.6 µM), for inactives: top-dose FP activity change, negative = inhibition, most hits filed as inhibitors; hit rate 0.23% among 270,000; active = well fitted inhibition curve with a large enough effect in the polarisation, with a control signal flat, not every such curve was filed as active; inconclusive = small, poorly fitted or top-dose-only effect, or effect the other way, or a change in a side signal; inactive = no such curve, though single readings can be large or run the other way; the % refers to the polarisation; also: potency is read from the fitted curve at half-maximal effect; % of control where 0% means no effect; many of its hits are not listed in these tables
GALK inhibitor = qHTS Assay for Inhibitors of Human Galactokinase (GALK). Potency, µM (titrated, usually from 57.5 µM), inactives show at the top dose activity change, negative = inhibition, hits mostly inhibitors. P51570. Purified GALK, Kinase-Glo residual ATP luminescence. hit rate 0.007% among 270,000; also: potency is read from the fitted curve at half-maximal effect; % is scaled to controls: 0 for no effect and ±100 for the full control effect
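ATP-depletion format; final 35 uM ATP, 100 uM D-galactose, 5 nM enzyme; pH 8.0 HEPES/Mg2+ buffer; 60 min RT; luminescence read 10 min after detection reagent.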
MBNL1-CUG inh = qHTS Assay for Inhibitors of MBNL1-poly(CUG) RNA binding. Muscleblind-like protein 1 (Homo sapiens), Q9NR56. TR-FRET MBNL1-His/biotin-(CUG)12 binding, 665/545 ratio. Potency, µM (highest dose often 57.5 µM), without a hit: at the highest dose activity change, negative = inhibition, most hits filed as inhibitors. hit rate 0.036% among 280,000; active = well fitted inhibition curve with a large enough effect in the signal ratio, with a control signal flat, not every such curve was filed as active; inconclusive = small, poorly fitted or top-dose-only effect, or effect the other way, or a change in a side signal; inactive = no such curve, though single readings can be large or run the other way; the % refers to the signal ratio; also: potency is read from the fitted curve at half-maximal effect; % is scaled to controls: 0 for no effect and ±100 for the full control effect
Target sequence (Q9NR56 whole entry, looked up): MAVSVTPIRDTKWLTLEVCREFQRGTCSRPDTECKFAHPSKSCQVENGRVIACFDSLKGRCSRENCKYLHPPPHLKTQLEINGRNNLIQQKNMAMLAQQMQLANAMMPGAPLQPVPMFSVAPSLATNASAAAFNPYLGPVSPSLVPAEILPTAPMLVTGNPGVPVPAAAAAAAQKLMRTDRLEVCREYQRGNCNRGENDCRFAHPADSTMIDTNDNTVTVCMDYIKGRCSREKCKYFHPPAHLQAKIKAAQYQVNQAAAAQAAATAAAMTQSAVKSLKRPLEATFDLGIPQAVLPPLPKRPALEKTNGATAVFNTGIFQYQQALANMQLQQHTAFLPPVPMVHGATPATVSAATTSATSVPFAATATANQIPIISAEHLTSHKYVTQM
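Inhibition of protein-RNA binding appears as loss of TR-FRET between terbium anti-His antibody on MBNL1-His and streptavidin-XL665 on biotin-(CUG)12. Activity is normalized to buffer-only and uninhibited-complex controls.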
BCR signal inh = qHTS Assay to Find Inhibitors of Chronic Active B-Cell Receptor Signaling; hit rate 0.05% among 340,000; ABC-DLBCL IkBa-CBG/CBR reporter, luminescence ratio, 4 h; Potency, µM (series often up to 46.1 µM), without a hit: at the highest dose ratio change, negative = lower green/red ratio, most hits filed as inhibitors; active = well fitted inhibition curve with a large enough effect in the signal ratio, with a control signal flat, not every such curve was filed as active; inconclusive = small, poorly fitted or top-dose-only effect, or effect the other way, or a change in a side signal; the % refers to the signal ratio;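 also: potency is read from the fitted curve at half-maximal effect; plate controls were basal doxycycline-induced cells for no effect and cells given 10 µM MG132 for full effect; MG132 reads +100%, hits lower the ratio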
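Doxycycline induced both beetle luciferases in TMD8 lymphoma cells; IKK-driven degradation limits the IkappaBalpha-fused green signal, while red luminescence normalises for cell number and nonspecific effects. Compounds tested up to 46 uM, 4 hrs.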
PKM2 act = qHTS Assay for Activators of Human Muscle isoform 2 Pyruvate Kinase; Pyruvate kinase PKM (Homo sapiens), P14618; purified PKM2, Kinase-Glo ATP luminescence, activation; response scale: 0% is enzyme alone, no compound; Potency, µM (top dose mostly 57.5 µM), for inactives: at the top dose activation, actives largely listed as activators; hit rate 0.34% among 260,000; also: potency is read from the fitted curve at half-maximal effect; % is scaled to controls: 0 for no effect and ±100 for the full control effect; nearly all actives have a fitted effect of over 55% in size
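ATP formation by purified human PK-M2, quantified via coupled luciferase luminescence after 1 h at room temperature with 0.1 mM ADP and 0.5 mM PEP final.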
Eya2 phos inh = qHTS Assay for Inhibitors of the Phosphatase Activity of Eya2. recombinant Eya2, OMFP fluorescence dephosphorylation (OMFP is methylfluorescein phosphate). Potency, µM (doses to about 76.9 µM), without a hit: top-dose activity, negative = inhibition, actives largely listed as inhibitors. hit rate 0.006% among 330,000. Protein phosphatase EYA2 (Homo sapiens), O00167. AID 488837, 2010; also: potency is read from the fitted curve at half-maximal effect; % is scaled to controls: 0 for no effect and ±100 for the full control effect
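Eya2 protein (added as 0.2 uM solution) was preincubated with compound for 10 min at ambient temperature in 50 mM HEPES pH 7.5, 50 mM NaCl, 5 uM MgCl2, 0.05% BSA, 1 mM DTT. OMFP (added at 50 uM) then reacted 10 min; fluorescence read at 485/525 nm.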
Numbers without * were called inactive; ? = inconclusive; · = not tested or not shown; [ ] = another dose, or the depositor's remark. Unless noted, calls follow the shape of the dose curve; as a rule, active = well fitted curve in the direction sought with a large enough effect; inconclusive = small, poorly fitted or top-dose-only effect, or another doubt; inactive = no such curve, though single readings can be large; an effect the other way counts as inactive or inconclusive. The list is partial. The share of hits here may be higher or lower than overall.

SMILES	Mito fusion yeast	TSHR antag	hERG WT inh	S-ASM inh	USP2a inh	Menin-MLL TR inh	GALK inhibitor	MBNL1-CUG inh	BCR signal inh	PKM2 act	Eya2 phos inh
Cc1cccc(Nc2nc(N)c([N+](=O)[O-])c(N3CC(C)CC(C)C3)n2)c1 (stereo unspecified)	-23%	-5	17	-24%	0%	21%	-2%	·	7%	-3%	-17%
CC(C)CC(NC(=O)C1CCC(=O)N1C(=O)OCc1ccccc1)C(=O)NC(Cc1ccccc1)C(N)=O (stereo unspecified)	0%	1	1	-1%	1%	-8%	-3%	-7%	0%	-2%	-16%
CC1(C)Cc2nc3sc4c(=O)n(Cc5ccccc5)cnc4c3cc2CS1	-2%	6	6	-3%	2%	3%	1%	-2%	-1%	-14%	-6%
CN(C(=O)CN1C(=O)S/C(=C\c2ccccc2)C1=O)C1CCS(=O)(=O)C1 (stereo unspecified)	-1%	16	0	6%	4%	·	-1%	?	-16%	·	0%
CCOc1ccc(C2=Nn3c(nnc3-c3cccnc3)SC2)cc1	1%	-4	2	4%	2%	-9%	-3%	0%	?	-4%	12%
CCCC(=O)Nc1ccc(C(=O)n2nnc3ccccc32)cc1	-1%	-4	-1	-1%	2%	37%[activator]	-1%	-4%	?	1%	5%
CCOc1ccccc1N1C(=O)CC(Sc2nccc(C)n2)C1=O (stereo unspecified)	-15%	-18	1	-1%	0%	0%	-1%	1%	1%	5%	0%
O=C(CSc1nnc(NC(=O)c2ccco2)s1)Nc1ccccc1Cl	9%	-4	-12	1%	1%	1%	-3%	3%	9%	·	16%
Cc1cc(C)c(S(=O)(=O)N2CCc3ccccc32)c(C)c1	-11%	-38	1	-1%	-5%	?	5%	6%	7%	-2%	-13%
Cn1c(CN2CCN(c3ccccc3NS(C)(=O)=O)CC2)nc2ccccc21	-6%	-4	7	3%	-1%	-20%	5%	-7%	-2%	·	7%
Cc1ccccc1NC(=O)c1ccc2snnc2c1	-1%	3	-5	4%	4%	19%	-3%	7%	-9%	2%	-11%
CCc1nnc(NC(=O)Cn2nnc(-c3ccccc3F)n2)s1	-1%	-7	-15	1%	-1%	10%	-2%	-5%	0%	-1%	-33%
O=S(=O)(c1cccs1)N1CCC(Cc2ccccc2)CC1	19%	-9	-8	-2%	3%	?	-1%	-11%	1%	8%	3%
O=C(CN1C(=O)NC2(CCCC2)C1=O)N1CCN(c2cccc(C(F)(F)F)c2)CC1	-2%	6	-1	2%	1%	·	·	·	-5%	·	-22%
CCN(Cc1ccccc1)S(=O)(=O)c1cc(C(=O)NCC2CCCCC2)ccc1OC	25%	-9	-6	-1%	-3%	-12%	-1%	?	-7%	1%	2%
Cc1ccc(C(=O)N2CCCC(C(F)(F)F)C2)cc1S(=O)(=O)N1CCCCC1 (stereo unspecified)	8%	-9	-1	3%	-1%	·	·	·	3%	·	8%
COc1ccccc1-n1c(SCC(=O)Nc2cccc(C(=O)O)c2)nnc1-c1ccccc1C	-2%	1	1	4%	0%	2%	0%	-2%	4%	1%	-6%
CC1CCN(C(=O)Cn2cc(C(F)(F)F)ccc2=O)c2ccccc2S1 (stereo unspecified)	·	·	7	7%	3%	·	·	·	-4%	·	-12%
CC(=O)c1c(C)[nH]c(C(=O)Nc2ccc(F)c(F)c2F)c1C	9%	-13	-6	-3%	1%	-2%	-1%	?	9%	?	?
Cc1csc(CNC(=O)c2cc(COc3c(C)cccc3C)on2)n1	2%	13	-8	4%	0%	0%	0%	-5%	-1%	3%[0.46 µM]	1%
COc1ccc([C@@H]2[C@@H]3C(=O)N(C(C)(C)C)C(=O)[C@@H]3[C@]3(Cc4ccc(Cl)cc4)C(=O)N(c4ccc(Br)cc4)C(=O)N23)cc1	0%	16	-15	-2%	-3%	?	·	-1%	?	-14%	3%
Nc1nnn(CC(=O)N/N=C/c2ccccc2)n1	3%	-2	1	6%	0%	·	-3%	-1%	3%	0%	4%
Cc1ccc(/C=C/c2nnc(-c3ccccc3)o2)cc1	-4%	-3	22	11%	2%	-16%	·	4%	?	-11%	6%
O=C1COc2ccc(S(=O)(=O)CCC(=O)N3CCN(c4ccccc4)CC3)cc2N1	-10%	10	-8	-1%	0%	23%	-1%	-3%	-1%	·	-24%
CC(C)=CCN1CCN(Cc2ccc(C#CC(C)(C)O)cc2)CC1CCO (stereo unspecified)	2%	5	4	-3%	0%	4%	3%	-9%	12%	-5%	7%
Next section.
SMILES	Mito fusion yeast	TSHR antag	hERG WT inh	S-ASM inh	USP2a inh	Menin-MLL TR inh	GALK inhibitor	MBNL1-CUG inh	BCR signal inh	PKM2 act	Eya2 phos inh
O=C(CSc1nnnn1-c1ccccc1F)NNC(=O)c1ccco1	-5%	0	11	7%	0%	-2%	-1%	-1%	0%	2%	-6%
O=C(Nc1ccc(Oc2ncnc3cc(Cl)ccc23)nc1)c1cccs1	0%	0	2	0%	3%	·	3%	5%	0%	0%	-4%
CC(C)(C)C(=O)Cn1ncc(Br)c(Br)c1=O	-6%	36	-9	1%	0%	4%	-3%	?	?	-7%	4%
COc1ccc(-c2nc3scc(-c4ccc(OC)c(OC)c4)c3c(=O)o2)cc1	3%	2	10	55%[activator]	-1%	28%	1%	6%	-1%	0%	5%
O=C(NCc1ccc(Cl)cc1)C(=O)NCC1OCCN1C(=O)c1cccs1 (stereo unspecified)	-1%	1	-10	2%	5%	-4%	-1%	9%	?	-3%	4%
Cc1cc(=O)[nH]c(Nc2cccc(F)c2)n1	1%	1	-9	-4%	-2%	11%	4%	-6%	?	7%	-12%
Cc1ccc(OCCCCN2CCC(C)CC2)cc1	-1%	-4	10	3%	2%	-29%	·	-4%	?	·	0%
O=C1c2ccccc2C(=O)N1CC(=O)N1c2ccccc2CCc2ccccc21	10%	3	1	-1%	3%	-20%	3%	22%	5%	3%	5%
COc1ccccc1CN(C)C(=O)CSCC(=O)Nc1ccccc1F	·	14	-16	-2%	0%	·	·	·	1%	·	6%
O=S(Cc1ccc(Br)cc1)Cc1nnc(SCc2c(F)cccc2Cl)n1-c1ccccc1 (stereo unspecified)	?	0	1	-6%	-4%	-10%	·	6%	?	0%	-5%
c1ccc2nc3c(nc2c1)CCCC3	-15%	-3	0	0%	2%	-6%	-2%	5%	-1%	·	7%
CCOC(=O)C1CCN(C(=O)COc2ccc(S(=O)(=O)N3CCCC3)cc2C)CC1	-6%	7	10	4%	4%	-23%	1%	-4%	-7%	-3%	0%
COc1ccc2nc(N3CCC(O)CC3)c(C#N)cc2c1	3%	5	4	136%[activator]	4%	2%	1%	?	?	-7%	-11%
Cc1cc(SCC(=O)c2ccc(O)c(O)c2)n2nc(C)c(-c3ccccc3)c2n1	0%	-13	-19	-29%	3%	·	2%	-4%	1%	8%	13%
COc1ccccc1N1CCN(C(=O)CN2C(=O)C3CCCCC3C2=O)CC1 (stereo unspecified)	-3%	7	·	5%	-1%	0%	0%	0%	-1%	1%	-7%
CCN=C1SC(C(=O)Nc2cccc(OCC)c2)CC(=O)N1CC (stereo unspecified)	-5%	-8	-10	0%	?	7%	-6%	1%	-2%	-4%	1%
COc1cc(C(=O)Nc2c(C)cc(C)cc2C)c(-n2cnnn2)cc1OC	0%	-5	-5	1%	2%	-2%	5%	15%	-3%	-6%	7%
O=C(COC(=O)c1c(F)cccc1F)Nc1ccc2c(c1)OCO2	-1%	-1	0	5%	1%	·	·	·	1%	·	7%
Cc1cc(OCC(=O)O)c2ccccc2n1	-12%	-6	4	3%	2%	-11%	4%	-3%	?	-3%	-5%
CN1CCN(CCCNC(=O)c2ccc(/C=C3/Sc4ccccc4N(Cc4cccc(Cl)c4)C3=O)cc2)CC1	-3%	-6	21	5%	0%	?	-3%	48%[activator]	-24%	4%	-11%

Screening data from PubChem.
